High-throughput results as filed in PubChem.
UDG counter – counter-screen for AID inhibitors: uracil-DNA glycosylase inhibition; AID 1347430; Potency, µM (titrated, usually from 115 µM), for the others: top-dose activity change, negative = inhibition, hits mostly inhibitors; actives 0.14% (n = 91,000); FRET deamination/UDG coupled assay, UDG read, 4 h; also: nearly all actives have a fitted effect of over 65% in size
AID inhibitor – activation induced cytidine deaminase inhibition. Potency, µM (series often up to 115 µM), for inactives: top-dose activity change, negative = inhibition, usual class: inhibitors. actives 0.32% (n = 91,000). AID 1347428. AID deamination FRET fluorescence, UDG-coupled, 4 h. Q9GZX7; also: nearly all actives have a fitted effect of over 25% in size
Target sequence (Q9GZX7 whole entry, looked up): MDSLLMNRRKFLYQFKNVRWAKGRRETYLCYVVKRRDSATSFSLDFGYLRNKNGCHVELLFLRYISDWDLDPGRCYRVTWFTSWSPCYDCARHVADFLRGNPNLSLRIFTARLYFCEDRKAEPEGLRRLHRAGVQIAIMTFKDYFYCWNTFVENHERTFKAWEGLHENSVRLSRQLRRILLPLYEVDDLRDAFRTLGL
Starred values were filed as active, the others as inactive; ? = inconclusive; [ ] = dose if it differs, or a comment. Calls follow the shape of the dose curve; as a rule, active = well fitted curve in the direction sought with a large enough effect; inconclusive = small, poorly fitted or top-dose-only effect, or another doubt; inactive = no such curve, though single readings can be large; an effect the other way counts as inactive or inconclusive. % is scaled to controls: 0 for no effect and ±100 for the full control effect; potency is read from the fitted curve at half-maximal effect. An excerpt. The share of hits here may be higher or lower than overall.

Second line of a record – UDG counter	AID inhibitor
1) Cc1ccc(C)c(S(=O)(=O)NCC2CN(Cc3ccccc3)CCO2)c1 (centres undefined)
    5%	1%
2) CCCNC(=O)C(C)NC(=O)CN(C)Cc1ccc(C(F)(F)F)cc1 (centres undefined)
    3%	5%
3) O=S(=O)(c1ccc(Sc2nnnn2C2CC2)nc1)N1CCCCC1
    0%	0%
4) COc1ccc(CNc2oc(-c3ccco3)nc2C#N)cc1
    -8%	-6%
5) CCOc1ccc(-c2cc(C(=O)N3CCN(c4cc(Cl)ccc4C)CC3)c3ccccc3n2)cc1
    -10%	0%
6) COc1ccc(CNC(=O)C(CC(C)C)NS(=O)(=O)c2ccc3c(c2)CCN3C(C)=O)cc1 (centres undefined)
    0%	12%
7) CCCc1ccc(C(=O)Oc2ccc(-c3ccc(CCC)cn3)cc2)cc1
    2%	1%
8) Cc1cc(C)cc(CCCCCCCCCCCC(=O)O)c1
    -3%	79µM*
9) CC(C)Oc1ccc(C(CC(=O)O)NC(=O)c2ccc(Cl)cc2)cc1 (centres undefined)
    6%	-11%
10) Cn1c(=O)c2c(nc(CN(Cc3ccccc3)Cc3ccccc3)n2CC(N)=O)n(C)c1=O
    -2%	-1%
11) Cc1ccc(-c2nc(CSc3nc(C)c(CCO)c(=O)[nH]3)c(C)o2)cc1
    13%	8%
12) Cc1cccc(NC(=S)N/N=C/C2=CCC3CC2C3(C)C)c1C (centres undefined)
    9%	-1%
13) Cc1ccc(C(C)C)c(OCCN)c1
    -8%	-9%
14) CCCN1Cc2cccc(C(=O)Nc3ccccc3F)c2C1=O
    -3%	-12%
15) Cc1ccc(CNC(=O)NCC(=O)Nc2cccc(C(F)(F)F)c2)cc1
    -3%	-2%
16) CCCS(=O)(=O)NCCc1ccc(C(=O)O)cc1
    -7%	-12%
17) O=C1c2oc3ccccc3c(=O)c2C(c2ccc(O)cc2)N1Cc1ccc2c(c1)OCO2 (centres undefined)
    -8%	8%
18) CCOC(=O)N1CCN(C(=O)c2ccc3c(c2)N(Cc2cc(C)ccc2C)C(=O)c2ccccc2S3=O)CC1 (centres undefined)
    -10%	?
19) CC(=O)Nc1ccc(NC(=O)c2ccc(COc3ccc(Cl)cc3Cl)o2)cc1
    -11%	9%
20) COc1ccccc1NC(=O)C1CCN(c2cnccn2)CC1
    3%	-6%
21) Cc1ccc(N2CC(c3nnc(Cc4ccccc4Cl)o3)CC2=O)cc1 (centres undefined)
    -1%	2%
22) CCOc1ccccc1NC(=O)C1CCCN(c2ncnc3onc(-c4ccc(F)cc4)c23)C1 (centres undefined)
    11%	15%
23) CN(C)C(CNC(=O)c1cccs1)C1CC1 (centres undefined)
    2%	0%
24) Cc1ccc(C(=O)/C=C/c2ccc(-c3ccccc3Br)o2)cc1
    -6%	5%
25) CSCc1ccc(C(=O)Nc2ccc3c(c2)NC(=O)CS3)cc1
    -9%	4%
26) CC(C)COc1ccc(C(=O)N2CCCCC2CCN2CCOCC2)cc1 (centres undefined)
    4%	8%
27) Cn1c(SCCC(=O)Nc2sccc2C#N)nnc1-c1ccccc1F
    3%	14%
28) COCc1nnc(NC(=O)CCn2ccc3ccc(F)cc32)s1
    -6%	0%
29) O=C(NCCCNC(=O)C1CCCCC1)C1CCCCC1
    2%	-3%
30) COc1cc2c(cc1NC(=O)COc1cc(C)cc(C)c1)oc1ccccc12
    -1%	7%

In the list so far, these have a CF3 group.
Second line of a record – UDG counter	AID inhibitor
2) CCCNC(=O)C(C)NC(=O)CN(C)Cc1ccc(C(F)(F)F)cc1 (centres undefined)
    3%	5%
15) Cc1ccc(CNC(=O)NCC(=O)Nc2cccc(C(F)(F)F)c2)cc1
    -3%	-2%

Compound profiles, as listed above:
`CCCNC(=O)C(C)NC(=O)CN(C)Cc1ccc(C(F)(F)F)cc1` (centres undefined) as listed: UDG counter: 3%; AID inhibitor: 5%
`CCOc1ccccc1NC(=O)C1CCCN(c2ncnc3onc(-c4ccc(F)cc4)c23)C1` (centres undefined) as listed: UDG counter: 11%; AID inhibitor: 15%

AID inhibitor: entries above that show a hit.
cpd | canonical_smiles | AID inhibitor
8 | Cc1cc(C)cc(CCCCCCCCCCCC(=O)O)c1 | 79µM*

Continuation:
Second line of a record – UDG counter	AID inhibitor
31) O=C(/C=C/c1ccc(COc2ccc(F)cc2F)o1)c1cccc([N+](=O)[O-])c1
    -5%	6%
32) COC(=O)[C@H](CC(C)C)NC(=O)Nc1ccc2c(c1)OCCO2
    -4%	2%
33) O=C(Cc1c(Cl)cccc1Cl)OCc1cccc([N+](=O)[O-])c1
    8%	-11%
34) COc1cccc(OC)c1C(=O)Nc1ccc2c(c1)CCCN2S(=O)(=O)c1ccc(C)cc1
    -2%	-22%
35) COc1ccc(NC(=O)Cc2c(C)c3c(O)cc(C)cc3oc2=O)cc1OC
    -6%	21%
36) COc1cc(OC)c(NC(=O)C2CCN(S(=O)(=O)c3c(C)noc3/C=C/c3c(C)cc(C)cc3C)CC2)cc1Cl
    0%	9%
37) CC1=C(C)CC(C(=O)N2CCN(CCc3ccccc3)CC2)C(C(=O)O)C1 (centres undefined)
    1%	0%
38) COc1ccc(Cl)cc1NC(=O)c1sc2nc(-c3ccc(OC)c(OC)c3)ccc2c1N
    -8%	99%[activator]
39) COc1ccc(-n2c(SCC(N)=O)nc3c(oc4ccccc43)c2=O)cc1
    18%	-6%
40) Cc1ccc(N=c2scc(-c3ccccc3)n2-c2cccc(C)c2)cc1
    2%	1%
41) Cc1nnc(N2CCC(C(=O)NC3CCC(C)CC3)CC2)c2nn(-c3ccc(Cl)cc3)c(C)c12 (centres undefined)
    3%	17%
42) CC(NC(=O)CCc1ccsc1)C1CCCO1 (centres undefined)
    9%	9%
43) CCOCc1cc(CN2CCN(c3cccc(Cl)c3)CC2)c(O)c2ncccc12
    -10%	-1%
44) CC(=O)c1ccc(NC(=O)COc2ccccc2-c2nc(C)no2)cc1
    51%[activator]	2%
45) CC(O)c1ccc(-c2ccc(CNCCc3ccccc3)o2)cc1 (centres undefined)
    -5%	-4%
46) COc1ccc(-c2cn3c(n2)sc2cc(C(=O)Nc4cccc(OC)c4)ccc23)cc1
    -2%[57.5 µM]	14%
47) O=C(COc1ccccc1-c1nc(-c2ccccc2)no1)Nc1cccc([N+](=O)[O-])c1
    -7%	2%
48) O=C(Nc1ccccc1)c1cccc(OCc2ccccc2)c1
    -7%	-13%
49) CC(Cc1ccc(Cl)cc1)NC(=O)c1ccc[n+]([O-])c1 (centres undefined)
    -3%	-9%
50) CCOC(=O)c1cccc(NC(=O)CCn2c(=O)oc3ccccc32)c1
    -3%	12%
51) Cc1ccc(N2CC(NC(=O)c3ccc(Br)o3)CC2=O)cc1C (centres undefined)
    -8%	6%
52) CC(C)(C)c1ccc(C(=O)NCC(=O)OCc2cc(=O)n3nc(C4CC4)sc3n2)cc1
    10%	50%[activator]
53) Cc1cccc(C(=O)N2CCc3cc(CNC(=O)CSc4ccccc4)ccc32)c1
    ?	?
54) CCN1Cc2cccc(C(=O)Nc3ccc(F)cc3)c2C1=O
    -11%	1%
55) CCn1c(=O)c(=O)n(CC)c2cc(N3CCCCC3)c(NC(=O)c3cccc(OC)c3)cc21
    -10%	-7%
56) CCc1ccccc1NC(=O)CN(C)S(=O)(=O)c1cccc2nsnc12
    -10%	-21%
57) O=S(=O)(NCCc1csc2nc(-c3ccccc3)nn12)c1cccs1
    3%[57.5 µM]	7%
58) COc1ccc(-c2nc3cc(NC(=O)c4cc5ccccc5o4)ccc3o2)cc1
    -12%	11%
59) Nc1c(-c2nc(-c3ccccc3)no2)nnn1CC(=O)Nc1ccccc1
    -9%	0%
60) CCc1cccc(NC(=O)Cn2c(C(=O)OC)cc3occc32)c1
    -11%	?
61) COc1ccc2nc(/C=C/c3cccc(F)c3)sc2c1
    -4%	2%
62) CCCCc1c(C)nc(Nc2nc(C)c3cc(OC)ccc3n2)[nH]c1=O
    -5%	-25%
63) CC(C)CC(=O)C(C#N)C(=O)NCc1ccccc1 (centres undefined)
    -1%	0%
64) CC1=CCC2C(C)(C)CCCC2(C)C1CC/C(C)=C/CC/C(C)=N/O (centres undefined)
    -6%	-13%
65) COc1ccc(OC)c(NC(=O)c2nc(SCc3ccc(F)cc3)ncc2Cl)c1
    -4%	-14%
66) O=C(Nc1nc2ccccc2s1)c1noc2c1CSc1ccccc1-2
    -2%	-6%
67) COc1ccc(NC(=O)Cn2cc(C(=O)c3ccccc3OC)c(=O)c3ccc(C)nc32)cc1OC
    ?	22%
68) CC1(C)CC(=O)c2c(nc3cc(Cl)ccc3c2N)C1
    -13%	-4%
69) Cc1cc(C)c2[nH]c(=S)cc(C)c2c1
    6%	0%
70) CN(C(=O)Cn1c(=O)n(C)c(=O)c2sccc21)c1ccccc1
    -5%	0%
71) COc1ccc(C(=O)/C(=C/c2ccc(C)cc2C)c2nc3ccccc3[nH]2)cc1
    4%	-3%
72) COc1ccccc1NC(=O)C1CC(=O)N(Cc2ccccn2)c2nc3ccccc3n21 (centres undefined)
    0%	1%
73) Cc1ccc(C(=O)NCC(C)C)c(C)c1
    10%	4%
74) COc1cc(OC)cc(C(=O)Nc2ccc3nc(N4CCC(C)CC4)cc(C)c3c2)c1
    ?	40µM*
75) COCCCNC(=O)c1c(NC(=O)Cc2coc3cc(C)cc(C)c23)sc2c1CCCC2
    10%	38%[activator]
76) O=C(Cn1c(=O)n(Cc2nc(-c3ccccc3)no2)c(=O)c2ccccc21)Nc1cccc(C(F)(F)F)c1
    14%	-10%
77) O=c1cc(-c2ccc(F)cc2)nc(SCc2nc(-c3ccc(Cl)cc3)no2)[nH]1
    19%	-9%
78) O=C(CSc1ncc(-c2ccccc2)[nH]1)Nc1ccc(Cl)cc1
    3%	-9%
79) c1csc(-c2nc(N3CCCC3)c3ccccc3n2)c1
    -16%	-22%
80) O=C(C1=C(O)C(=O)N(c2nncs2)C1c1ccccc1)c1cccs1 (centres undefined)
    1%	2%
81) COc1ccc(-c2c3c(=O)n(C)c(=O)n(C)c3cn2-c2cccc(C)c2)cc1
    1%	-7%
82) CCOc1cccc(C(=O)N(Cc2ccc(C(C)C)cc2)C2CCS(=O)(=O)C2)c1 (centres undefined)
    -7%	-16%
83) Cc1ccc(Cl)cc1N1CCN(C(=O)c2ccc3c(Cl)c4c(nc3c2)CCCC4)CC1
    -17%	?
84) COc1ccc2c(c1)cc(CNc1ccc(OC)c(OC)c1)c(=O)n2CC(=O)Nc1ccc(F)cc1
    -4%	3%
85) CN=C(N)NCCC[C@H](N)C(=O)O
    -5%	4%
86) COc1ccc(NC(=O)c2cc(=O)c3ccc(C)c(C)c3o2)cc1Cl
    2%[57.5 µM]	23%[57.5 µM]
87) Fc1cccc(CSC2=NCCS2)c1
    3%	0%
88) CC(NC(=O)C12CC3CC(CC(C3)C1)C2)C(=O)NC(C)(C)CO (centres undefined)
    -5%	2%
89) CC1CCN(CC2CCCN2)CC1 (centres undefined)
    -1%	9%
90) COc1cc(OC)c(NC(=O)NC(C)c2c(-n3cccc3)sc(C)c2C)cc1Cl (centres undefined)
    -3%	1%

Remaining list, next part:
Second line of a record – UDG counter	AID inhibitor
91) Cc1ccc(C(=O)/C=C/c2ccccc2C)cc1C
    -11%	-26%
92) COc1ccc(-c2cc(-c3ccccc3)c(C#N)c(SCC(O)CS(=O)(=O)Cc3ccccc3)n2)cc1 (centres undefined)
    ?	?
93) CC1CCC(NC(=O)c2ccc(CS(=O)(=O)c3ccc(Cl)cc3)o2)CC1 (centres undefined)
    10%[57.5 µM]	-23%
94) Cc1cc(C)cc(NC(=O)N2CCC3(CC2)Oc2ccccc2C(=O)N3Cc2ccccc2F)c1
    -15%	-25%
95) O=C(c1cc(F)cc(F)c1)N(Cc1ccco1)C1CC1
    -4%	4%
96) CCCCOc1ccc(/C=C(\C#N)c2nc(-c3ccc(Cl)cc3)cs2)cc1
    3%	1%
97) O=C(Oc1ccc2cc(-c3ccccc3)c(=O)oc2c1)C1CC1
    -2%	-5%
98) Cc1ccccc1OCc1nc(C#N)c(N2CCC(C)CC2)o1
    -5%	-11%
99) CCn1c(C(=O)N2CCC(C(=O)N3CCN(c4cc(C)ccc4C)CC3)CC2)cc2sccc21
    ?	?
100) O=C(CSc1nc2c([nH]c3ccccc32)c(=O)n1-c1ccccc1)Nc1ccc2c(c1)OCO2
    -1%	44%[activator]
101) CCOc1ccc(-c2nc3c(C#N)c[nH]n3c2NC2CCCCC2)cc1
    1%	12%
102) CS(=O)(=O)N1CCN(c2ccc(NC(=O)COc3ccc(Cl)cc3)cc2)CC1
    -3%	-4%
103) Cc1cccc(CNC(=O)Cc2csc3ccccc23)c1
    -31%	?
104) CCN(CC)Cc1ccc(CNC(=O)c2nccnc2N)cc1
    -6%	-3%
105) CC1CCc2cc(F)ccc2N1C(=O)C1(C)CC1(Br)Br (centres undefined)
    4%	-6%
106) Cc1cccc(OCC(=O)Nc2cccc(C(=O)OCc3cc(=O)n4c(C)csc4n3)c2)c1
    -12%	?
107) Cc1ccc(-c2nn3c(=O)cc(CN4CCN(S(=O)(=O)c5ccc(Cl)cc5)CC4)nc3s2)cc1
    ?	7%
108) COc1ccc(CCNC(=O)c2c(O)nc3ccccn3c2=O)cc1OC
    -7%	12%
109) O=C(Nc1ccc(Cl)cc1)c1ccc(-n2cnnc2)cc1
    -6%[57.5 µM]	26%[57.5 µM]
110) COc1ccc(-c2cc(C(F)(F)F)n3ncc(-c4ccccc4)c3n2)cc1
    -10%	-1%
111) COc1ccc(Cl)cc1NC(=O)c1cc2nc(-c3ccc4c(c3)OCO4)cc(C(F)(F)F)n2n1
    0%[57.5 µM]	11%[57.5 µM]
112) CC(=O)Nc1cc(C(=O)COC(=O)c2cccc3ccccc23)ccc1O
    -7%	9%
